Screening data (PubChem)
Tau ThT inhib: qHTS for Inhibitors of Tau Fibril Formation, Thioflavin T Binding; Microtubule-associated protein tau (Homo sapiens), P10636; recombinant tau K18 P301L, heparin-induced fibrillization, ThT fluorescence; Potency, µM (titrated, usually from 57.4 µM), for the others: at the highest dose activity, negative = inhibition, hits mostly inhibitors; hit rate 2.1% among 270,000; also: % is scaled to controls: 0 for no effect and ±100 for the full control effect; nearly all actives have a fitted effect of over 55% in size
Target sequence (P10636 561-689 P618L limits assumed): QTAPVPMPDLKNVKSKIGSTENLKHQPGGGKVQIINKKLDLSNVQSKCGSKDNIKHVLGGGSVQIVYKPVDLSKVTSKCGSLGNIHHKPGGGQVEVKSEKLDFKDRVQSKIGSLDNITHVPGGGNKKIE
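In this qHTS, human K18 P301L tau is incubated with compound and heparin for 6 hr at 37 C, and Thioflavin T fluorescence then reports fibril load.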
HTT ATP protect: qHTS Multiplex Assay to Identify Dual Action Probes in a Cell Model of Huntington: Cytoprotection (ATP). AID 1471, 2008. PC12 HTT-Q103 induced, cytoprotection, ATP luminescence, 40 h. hit rate 0.14% among 230,000. Potency, µM (top dose mostly 56.4 µM), for the others: cytoprotection (ATP increase), most hits filed as activators;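 also: % of control where 0% means no effect; nearly all actives have a fitted effect of over 45% in size; toxic huntingtin expression switched on by the ecdysone agonist tebufenozide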
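Rat PC12, Q103 Htt exon1-GFP fusion, ecdysone promoter; tebufenozide inducer 100 nM final; compound titration; qHTS, 1500 cells/well; ATPlite luminescent read.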
TRb SRC2 PPI: qHTS for Inhibitors of the Interaction of Thyroid Hormone Receptor and Steroid Receptor Coregulator 2; AID 1469, 2008; Thyroid hormone receptor beta (Homo sapiens), P10828; Potency, µM (doses to about 106 µM), for inactives: at the top dose activity change, negative = inhibition, most hits filed as inhibitors; hit rate 0.065% among 280,000; TRbeta-SRC2 peptide binding, fluorescence polarization; receptor liganded with 1 µM T3;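 also: plate controls were bound peptide for no effect and peptide without receptor for full effect; nearly all actives have a fitted effect of over 50% in size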
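Polarization signal, normalized between peptide-alone and full complex controls, measured compound effects on T3-liganded human TRb LBD (0.6 uM) binding 20 nM Texas Red SRC2 peptide after 5 hr.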
Tau fibril FP: qHTS for Inhibitors of Tau Fibril Formation, Fluorescence Polarization; Microtubule-associated protein tau (Homo sapiens), P10636; K18 P301L tau heparin fibrillization, Alexa594 FP, 6 h; Potency, µM (doses to about 57.7 µM), without a hit: at the top dose activity, negative = inhibition, most hits filed as inhibitors; hit rate 0.39% among 280,000; AID 1468, 2008; also: % is scaled to controls: 0 for no effect and ±100 for the full control effect; nearly all actives have a fitted effect of over 55% in size
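FP of Alexa 594-tau after heparin (20 uM) induction. Substrate: human K18 P301L, 15 uM unlabeled, 0.24 uM labeled. Buffer 100 mM sodium acetate pH 7. 6 hr, 37 C.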
RECQ1 helicase: qHTS Assay for Inhibitors of RecQ-Like Dna Helicase 1 (RECQ1). RECQ1 DNA unwinding, red fluorescence kinetic read. AID 2549, 2010. Potency, µM (doses to about 57.3 µM), for inactives: at the top dose activity, negative = inhibition, actives largely listed as inhibitors. ATP-dependent DNA helicase Q1 (Homo sapiens), P46063. hit rate 0.54% among 240,000;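 also: plate controls were vehicle for no effect and no enzyme for full effect; nearly all actives have a fitted effect of over 30% in size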
Target sequence (P46063 whole entry, looked up): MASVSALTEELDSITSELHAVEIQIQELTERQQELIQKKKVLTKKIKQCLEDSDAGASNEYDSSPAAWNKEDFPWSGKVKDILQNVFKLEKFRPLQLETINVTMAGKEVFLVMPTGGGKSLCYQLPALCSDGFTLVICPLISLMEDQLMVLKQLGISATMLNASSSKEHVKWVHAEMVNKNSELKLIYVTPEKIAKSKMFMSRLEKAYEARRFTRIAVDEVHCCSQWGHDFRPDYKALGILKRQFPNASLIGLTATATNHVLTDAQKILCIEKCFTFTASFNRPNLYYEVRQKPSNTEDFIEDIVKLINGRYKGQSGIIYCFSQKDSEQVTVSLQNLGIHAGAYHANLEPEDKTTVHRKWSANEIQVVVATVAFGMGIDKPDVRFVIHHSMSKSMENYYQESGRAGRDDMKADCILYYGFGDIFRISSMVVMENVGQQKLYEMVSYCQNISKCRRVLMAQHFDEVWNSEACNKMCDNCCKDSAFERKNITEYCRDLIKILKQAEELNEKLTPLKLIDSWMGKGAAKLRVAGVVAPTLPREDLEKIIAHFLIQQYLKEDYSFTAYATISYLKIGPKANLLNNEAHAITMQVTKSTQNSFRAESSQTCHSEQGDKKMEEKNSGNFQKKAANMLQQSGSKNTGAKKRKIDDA
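50 nM RECQ1T1 preincubated 15 min with compound in Tris pH 8.0 buffer with MgCl2, DTT, Tween-20 and 2.5 ug/ml poly(dI-dC); started with 200 nM TAMRA/BHQ-2 forked duplex and 2 mM ATP. Unwinding read as fluorescence (525/598 nm), two reads 2 h apart.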
TR SRC2 fluor cs: Total Fluorescence Counterscreen for Inhibitors of the Interaction of Thyroid Hormone Receptor and Steroid Receptor Coregulator 2; hit rate 0.29% among 280,000; TRb/SRC2 Texas Red total fluorescence interference; Potency, µM (titrated, usually from 106 µM), for inactives: top-dose fluorescence change, negative = quenching; active = well fitted curve in either direction with a large enough effect; inconclusive = small, poorly fitted or top-dose-only effect; also: % is scaled to controls: 0 for no effect and ±100 for the full control effect
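Human TRb ligand-binding domain at 0.6 uM with 20 nM Texas Red SRC2 peptide in Tris buffer containing 1 uM T3 and 5% DMSO, incubated with compound 5 h at ambient temperature. Total fluorescence (555/632 nm) calculated as parallel + 2 × perpendicular.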
Tau fluor counter: Counterscreen qHTS for Inhibitors of Tau Fibril Formation, Fluorescence Polarization | Potency, µM (series often up to 57.7 µM), for inactives: top-dose activity change, negative = decrease | AID 1463, 2008 | tau K18 P301L (four-repeat tau fragment) Alexa594 fluorescence, heparin fibrillization | hit rate 0.93% among 280,000; also: % is scaled to controls: 0 for no effect and ±100 for the full control effect; nearly all actives have a fitted effect of over 55% in size
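Human K18 P301L tau (15 uM unlabeled plus 0.24 uM Alexa 594-labeled, final) in 100 mM sodium acetate pH 7 was mixed with compound and 20 uM heparin and incubated 6 hr at 37 C.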
L3MBTL1 block: qHTS Assay for the Inhibitors of L3MBTL1. Lethal(3)malignant brain tumor-like protein 1 (Homo sapiens), Q9Y468. AlphaScreen L3MBTL1–H3K9me1 peptide binding. Potency, µM (doses to about 57.1 µM), for the others: at the highest dose activity, negative = inhibition, usual class: inhibitors. hit rate 0.66% among 230,000. AID 485360, 2010; also: % is scaled to controls: 0 for no effect and ±100 for the full control effect; nearly all actives have a fitted effect of over 60% in size
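Displacement of a biotinylated histone H3(1-15) peptide monomethylated at Lys9 (75 nM) from L3MBTL1 (50 nM) was measured by AlphaScreen after a 30 min room-temperature compound incubation; cefsulodin titration served as intraplate control.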
* = called active by the depositor; i = inactive; u = inconclusive; x = not tested or not shown; & = joins results of further samples; [ ] = dose if it differs, or a comment. Unless noted, calls follow the shape of the dose curve; as a rule, active = well fitted curve in the direction sought with a large enough effect; inconclusive = small, poorly fitted or top-dose-only effect, or another doubt; inactive = no such curve, though single readings can be large; an effect the other way counts as inactive or inconclusive. Potency is read from the fitted curve at half-maximal effect. The list is partial, so the mix of outcomes need not match the whole.

SMILES	Tau ThT inhib	HTT ATP protect	TRb SRC2 PPI	Tau fibril FP	RECQ1 helicase	TR SRC2 fluor cs	Tau fluor counter	L3MBTL1 block
COc1ccc(C(=O)CSc2nc(C(C)(C)C)nc3ccccc23)cc1	-17%	13%[10 µM]	3%	u	-12%	3%	-18%	31%[activator]
CCSC1=N/C(=C\c2ccccc2)C(=O)N1	-15%	4%[0.074 µM]	4%	-9%	i	-3%	-8%	3%
CC1(C)CC(=O)c2cc(C(=O)Nc3ccc(Br)cc3)c(=O)n(-c3ccc(Cl)cc3)c2C1	1%	x	-9%	-6%	x	-2%	-3%	x
CCCNS(=O)(=O)c1cc(Cl)ccc1OC	4%	0%[10 µM]	2%	1%	i	0%	-2%	52%[activator]
Cc1ccnc(NC2OC(=O)c3ccccc32)c1 (stereo unspecified)	0%	4%	8%	5%	-5%	-1%	-4%	x
CCCN(CC1CC1)c1nc(N)c2c(N)nc(OC)cc2c1C#N	-12%	-12%	-9%	14%	0%	-6%	u	x
Cc1cccc(CNC(=O)CCCN2C(=O)COc3ccc(C)cc32)c1	-6%	x	-3%	-4%	x	-1%	-9%	x
Cc1cccc(C(=O)O/N=C/c2c(N3CCOCC3)n(C)c3ccccc23)c1	-11%	-44%[inhibitor]	-6%	12%	0%	2%	u	-5%
Cc1cccc(-c2noc(-c3ccc4c(c3)OCO4)n2)c1	2%	-77%[inhibitor][10 µM]	-1%	-13%[2.34 µM]	-8%	-8%	-6%[2.34 µM]	-5%
Cc1[nH]n(-c2cccc3ccccc23)c(=O)c1C=Nc1ccc2[nH]c(=O)[nH]c2c1	u	0%	4%	-1%	i	-4%	-27%	-25%
C#CCOCCOCCOCCNc1nc(N2CCOCC2)nc(N2CCN(C(=O)Cn3cc(CCCN=C(N)N)nn3)CC2)n1	-10%	x	3%	-12%	2%	0%	-14%	8%
COc1ccc(N=Cc2ccc(CNS(=O)(=O)c3ccc(Cl)cc3)o2)cc1	-11%	-1%	-8%	-5%	-11%	-1%	-12%	-1%
Cc1ccc(CN2CCC(c3nc4ccc(Cl)cc4[nH]3)CC2)cc1	-1%	-35%	-1%	-5%	-3%	1%	-10%	-2%
COC(=O)c1ccc(COc2ccc3c(c2)CCC3)o1	-8%	-2%[10 µM]	1%	3%	-6%	-2%	-8%	40%[activator]
COc1ccnc(NCc2cccnc2)c1C#N	-7%	-14%	-6%	-2%	i	-1%	0%	-3%
CCCCCCOC(=O)NCC(O)c1ccccc1 (stereo unspecified)	-13%	8%	0%	-8%	i	-4%	-12%	5%
Cc1ccc(Oc2c(C(F)(F)F)oc3cc(OCC(=O)NC4CCCCC4)ccc3c2=O)cc1	-1%	x	2%	6%	x	-2%	-4%	x
Cc1ccc(C)c(NC(=O)CSc2nc3c(c(=O)n2C)SC(C)C3)c1 (stereo unspecified)	-11%	24%[10 µM]	-5%	-1%	i	-5%	-2%	4%
C/C(=N\n1cnnc1)c1ccccc1	1%	-22%	1%	-7%	-6%	2%	-2%	x
Cc1cc(C)n2nc(N)c(N=Nc3ccc(Cl)cc3)c2n1	u	x	3%	6%	i	-7%	-4%	-4%
CCCCn1c2ccc(F)cc2c2nnc(NN)nc21	u	-42%[inhibitor]	5%	-3%	-19%	-2%	-12%	-5%
COc1ccc(C)c2sc(NC(=O)C3=COCCO3)nc12	-12%	-27%[10 µM]	6%	-6%	i	0%	-10%	2%
Cc1cc(C=C2C(=O)c3ccccc3C2=O)c(C)n1-c1ccccc1	u	-8%	5%	6%	-17%	-6%	-27%	-7%
CCOc1ccc(N2C(=O)C(Cl)=C(Nc3ccccc3O)C2=O)cc1	10µM*	-3%	-19%	u	i	0%	u	x
CCCn1c(-c2ccc(F)cc2)n[nH]c1=S	-8%	-9%	-5%	-17%	-12%	1%	-11%	-6%
COc1ccc(OC)c(/C=N/NC(=O)c2ccc3nc[nH]c3c2)c1	-20%	-6%[10 µM]	-4%	1%	-17%	-1%	-6%	4%
COCc1cc(C)nc(N2CCN(c3ccccc3)CC2)c1C#N	u	1%	7%	5%	i	-2%	-18%	x
COc1cccc(-c2cc(C(F)(F)F)n3nc(N)nc3n2)c1	-9%	-8%	-6%	0%	-3%	-6%	1%	x
COc1ccc(NS(=O)(=O)c2cc(NC(=O)c3cccs3)ccc2N2CCCC2)cc1	-12%	x	3%	u	-7%	5%	16µM*[quencher]	-10%
O=C(COC(=O)c1ccccc1O)Nc1cc([N+](=O)[O-])ccc1Cl	-9%	5%[10 µM]	0%	-1%	-1%	-7%	-14%	-1%
COc1nnc(-c2ccccc2)s1	-4%	x	3%	-5%	-8%	-2%	0%	7%
OC(CCN1CCCCC1)(c1ccccc1)c1ccccc1	-7%&2%	5%[10 µM]	0%	-3%&-4%	14%	-3%	-9%&-10%	1%
Cc1ccc(NC(=S)NCC(C)CSc2ccc(Cl)cc2)cc1 (stereo unspecified)	-8%	-167%[inhibitor]	-3%	u	-15%	-3%	u	x
O=C(Nc1ccc([N+](=O)[O-])cn1)C1CC2CCC1C2 (stereo unspecified)	-1%	x	0%	4%	-3%	-1%	2%	-7%
O=C(c1cccnc1)N1CCN(Cc2ccccc2Br)CC1	-10%	11%	4%	1%	-13%	-1%	-11%	x
c1ccc(-c2n[nH]c3c2oc2ccccc23)cc1	-10%	-33%[inhibitor]	-4%	u	-3%	-1%	u	x
Cc1ccc(S(=O)(=O)Nc2ccc(NC(=O)/C=C/C(=O)O)cc2)cc1	-6%	-42%[10 µM]	-11%	-1%	i	-2%	-1%	-1%
O=C(COc1ccccc1Cl)Nn1cnnc1	-8%	-9%	-3%	-5%	i	4%	-1%	-1%
Nc1nc(Nc2ccccc2Cl)cc(=O)[nH]1	-2%	9%[10 µM]	-1%	0%	i	-6%	-6%	x
Cc1ccc(C)c(NS(=O)(=O)c2ccc3c(c2)n(C)c(=O)n3C)c1	-4%	x	5%	-3%	x	0%	-9%	x

Compound profiles, from the list above. Order of screens: Tau ThT inhib, HTT ATP protect, TRb SRC2 PPI, Tau fibril FP, RECQ1 helicase, TR SRC2 fluor cs, Tau fluor counter, L3MBTL1 block
Profile of Cc1ccc(C)c(NS(=O)(=O)c2ccc3c(c2)n(C)c(=O)n3C)c1 : -4%, x, 5%, -3%, x, 0%, -9%, x
Profile of COc1cccc(-c2cc(C(F)(F)F)n3nc(N)nc3n2)c1 : -9%, -8%, -6%, 0%, -3%, -6%, 1%, x
Profile of COCc1cc(C)nc(N2CCN(c3ccccc3)CC2)c1C#N : u, 1%, 7%, 5%, i, -2%, -18%, x

Further compounds:
SMILES	Tau ThT inhib	HTT ATP protect	TRb SRC2 PPI	Tau fibril FP	RECQ1 helicase	TR SRC2 fluor cs	Tau fluor counter	L3MBTL1 block
C/C(N)=C(/C#N)C(=O)CSc1nc2cc(Cl)ccc2c(=O)n1Cc1ccco1	u	-24%	-3%	13%	u	1%	-20%	u
CS(=O)(=O)N(Cc1nnc(-c2cccs2)o1)c1ccc(Cl)cc1F	-1%	-1%[10 µM]	-7%	-4%	-1%	2%	-8%	0%
CC(=O)c1cnc(Nc2nc(C)c3cccc(C)c3n2)nc1C	-7%	-26%[10 µM]	-3%	-5%	i	-5%	3%	1%
Cc1ccccc1CN1C(=O)C2(c3ccccc31)N(c1ccccc1)C(=O)CS2(=O)=O (stereo unspecified)	-15%	x	3%	-18%	x	0%	-24%	x
CCOC(=O)c1ccc(CN(Cc2ccccc2C)S(=O)(=O)c2ccc(F)c(C(=O)Nc3cccc(OC)c3)c2)cc1	2%	x	-2%	-10%	x	0%	-20%	x
Cc1ccccc1NC(=S)N(Cc1cccnc1)Cc1ccco1	1%	11%[10 µM]	2%	-13%	-14%	1%	-2%	4%
O=[N+]([O-])c1cccc(-n2nnnc2CN2CCCC2)c1	-4%	-27%	-1%	2%	-6%	0%	-5%	x

Structures shown so far containing a thiophene ring, fused or not:
SMILES	Tau ThT inhib	HTT ATP protect	TRb SRC2 PPI	Tau fibril FP	RECQ1 helicase	TR SRC2 fluor cs	Tau fluor counter	L3MBTL1 block
COc1ccc(NS(=O)(=O)c2cc(NC(=O)c3cccs3)ccc2N2CCCC2)cc1	-12%	x	3%	u	-7%	5%	16µM*[quencher]	-10%
CS(=O)(=O)N(Cc1nnc(-c2cccs2)o1)c1ccc(Cl)cc1F	-1%	-1%[10 µM]	-7%	-4%	-1%	2%	-8%	0%

Random excerpt: 3 entries already listed, in no set order.
SMILES	Tau ThT inhib	HTT ATP protect	TRb SRC2 PPI	Tau fibril FP	RECQ1 helicase	TR SRC2 fluor cs	Tau fluor counter	L3MBTL1 block
O=[N+]([O-])c1cccc(-n2nnnc2CN2CCCC2)c1	-4%	-27%	-1%	2%	-6%	0%	-5%	x
Cc1ccccc1CN1C(=O)C2(c3ccccc31)N(c1ccccc1)C(=O)CS2(=O)=O (stereo unspecified)	-15%	x	3%	-18%	x	0%	-24%	x
CC(=O)c1cnc(Nc2nc(C)c3cccc(C)c3n2)nc1C	-7%	-26%[10 µM]	-3%	-5%	i	-5%	3%	1%
